# High-throughput results: PubChem, several laboratories
# Scp-1 inhibitor: Scp-1 phosphatase inhibitors, primary screen, biochemical, colorimetric, uHTS; Carboxy-terminal domain RNA polymerase II polypeptide A small phosphatase 1 (Homo …; Recombinant Scp1, phosphopeptide, malachite green phosphate absorbance; inhibition, % at 20 µM; 340,000 compounds, 0.88% hits; AID 493091, 2011;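 active = inhibition above about 50% at 20 µM, limit read from the data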;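 also: plate controls were DMSO wells with enzyme for no effect and wells lacking enzyme for full effect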
#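 Test system – truncated SCP-1 phosphatase (76-261aa) · Reagent – Phosphorylated 17-residue peptide substrate · Incubation – 45 min room-temperature reaction, 5 min colour, 30 min stabiliser · Detection – colorimetric phosphate reagent with accelerator and stabiliser, absorbance at 630 nm · Measure – % inhibition at 20 µM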
# Tb MetRS inh: T. brucei MetRS inhibitors, primary screen, biochemical, luminescence; inhibition, % at 11.9 µM; methionyl-tRNA synthetase (Trypanosoma brucei brucei); 360,000 compounds, 0.4% hits; purified T. brucei MetRS, ATP depletion, Kinase-Glo luminescence; AID 624268, 2012;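 active = inhibition above a per-plate cutoff of the control wells' mean inhibition plus 3 SD, cut at about 5.5% in these data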;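 also: 0% = DMSO wells median and 100% = median of wells with control inhibitor compound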
#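 Test system: purified T. brucei MetRS enzyme. Also added: ATP, methionine and E. coli bulk tRNA substrates. Compound: 11.9 µM single point. Schedule: 15 min enzyme-compound preincubation, 2 h reaction, 10 min detection, 25 °C. Signal: luciferase luminescence of residual ATP, Kinase-Glo. Evaluation: percent inhibition versus plate control medians. Controls: DMSO wells, low control.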
# STEP inh: STEP phosphatase inhibitors, primary screen, biochemical, fluorescence intensity, uHTS | 360,000 compounds, 0.25% hits | Tyrosine-protein phosphatase non-receptor type 5 (Homo sapiens), P54829 | recombinant STEP, OMFP fluorogenic substrate | inhibition, % at 20 µM;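 active = inhibition at 20 µM, scaled per plate between control wells, above about 37%, limit read from the data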;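 also: 0% = DMSO with enzyme and substrate and 100% = substrate only without enzyme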
#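 Assay system: isolated STEP enzyme. Buffer or medium: pH 6.0 Bis-Tris with DTT and Tween 20. Also added: fluorogenic phosphatase substrate OMFP at 25 µM final. Dosing: 20 µM, 1% DMSO. Timing: 20 min reaction, room temperature, in the dark. Measured by: fluorescence intensity, excitation 480 nm, emission 540 nm. Evaluation: normalized % inhibition.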
# DNMT1 block: human DNMT1 methyltransferase inhibitors, primary screen, biochemical, molecular beacon, fluorescence, HinP1I cleavage, uHTS. DNA (cytosine-5)-methyltransferase 1 (Homo sapiens), P26358. inhibition (reported as % activation of signal), % at 10 µM. 360,000 compounds, 0.83% hits; in the data active = inhibition above about 50%
# Target sequence (P26358 504-1616 limits assumed): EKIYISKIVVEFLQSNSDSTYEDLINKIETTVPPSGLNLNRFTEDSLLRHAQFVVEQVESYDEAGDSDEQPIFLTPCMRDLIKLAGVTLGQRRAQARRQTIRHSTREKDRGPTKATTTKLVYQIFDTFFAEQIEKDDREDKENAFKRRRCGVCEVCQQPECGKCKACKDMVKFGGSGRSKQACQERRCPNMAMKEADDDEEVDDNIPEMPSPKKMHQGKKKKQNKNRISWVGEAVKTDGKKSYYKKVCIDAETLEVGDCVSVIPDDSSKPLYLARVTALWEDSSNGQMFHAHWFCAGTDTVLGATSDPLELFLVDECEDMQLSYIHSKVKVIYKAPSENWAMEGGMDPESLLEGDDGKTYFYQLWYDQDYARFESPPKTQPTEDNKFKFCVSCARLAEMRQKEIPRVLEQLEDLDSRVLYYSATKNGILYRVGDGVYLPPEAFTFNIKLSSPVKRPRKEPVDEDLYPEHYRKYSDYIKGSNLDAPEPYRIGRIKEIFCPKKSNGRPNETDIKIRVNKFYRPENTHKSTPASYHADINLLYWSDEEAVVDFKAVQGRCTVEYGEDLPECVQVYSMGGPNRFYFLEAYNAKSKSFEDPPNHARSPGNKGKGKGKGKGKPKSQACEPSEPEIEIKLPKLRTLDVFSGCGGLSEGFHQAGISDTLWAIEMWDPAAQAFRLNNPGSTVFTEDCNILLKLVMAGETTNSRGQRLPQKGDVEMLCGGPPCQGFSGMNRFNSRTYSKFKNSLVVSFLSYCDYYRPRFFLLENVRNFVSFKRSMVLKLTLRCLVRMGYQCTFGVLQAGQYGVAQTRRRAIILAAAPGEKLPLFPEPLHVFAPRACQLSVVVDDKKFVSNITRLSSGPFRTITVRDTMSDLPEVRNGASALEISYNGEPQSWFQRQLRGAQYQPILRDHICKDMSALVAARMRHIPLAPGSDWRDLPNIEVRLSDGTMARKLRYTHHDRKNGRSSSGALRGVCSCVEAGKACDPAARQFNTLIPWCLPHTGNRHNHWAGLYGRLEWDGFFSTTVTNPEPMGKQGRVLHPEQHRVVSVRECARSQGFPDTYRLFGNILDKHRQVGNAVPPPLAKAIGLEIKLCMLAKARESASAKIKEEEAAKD
# CendR NRP1 mod: modulators of CendR peptide binding to NRP-1, primary screen, biochemical, fluorescence polarization, uHTS. Neuropilin-1 (Homo sapiens), O14786. FAM-RPARPAR peptide binding to NRP-1. inhibition, % at 25 µM. 360,000 compounds, 0.85% hits;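 active = inhibition or corrected inhibition above about 18%, plus a signal ratio from 0.5 to 1.5, limit read from the data, passing the limit was not always enough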; also: strong numbers were not always called active
# SKN-1 inh: suppressors of acrylamide-induced Pgst-4::GFP reporter in worms, primary screen, SKN-1 inhibitor project, whole organism, uHTS, GFP/RFP fluorescence ratio, strain VP596; 360,000 compounds, 0.49% hits; AID 624304, 2012; C. elegans VP596 Pgst-4::GFP/RFP ratio, 24 h; inhibition, % at 21.8 µM;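 active = interference check ratio from 0.5 to 1.5 plus GFP to RFP signal ratio inhibition reaching or exceeding a fixed threshold, cut at about 30% in these data, passing the limit was not always enough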; also: some compounds called inactive have numbers as strong as hits
# NadD block: inhibitors of S. aureus NadD, primary screen, biochemical, colorimetric, uHTS | Nicotinate-nucleotide adenylyltransferase NadD (Staphylococcus aureus N315) | purified NadD enzyme, colorimetric absorbance read-out | inhibition, % at 20 µM | 360,000 compounds, 0.78% hits; in the data active = inhibition above about 26%; also: some compounds past the cut are filed as inactive
# SUMO1-SIM PPI: modulators of SUMO1 protein-protein interactions, primary screen, biochemical, uHTS. Small ubiquitin-related modifier 1 (Homo sapiens), P63165. SUMO1 binding to a labelled peptide, TR-FRET, 1 h. inhibition, % at 20 µM. 360,000 compounds, 0.33% hits. AID 602429, 2012; in the data active = inhibition above about 37%
# LMPTP block: LMPTP phosphatase inhibitors, primary screen, biochemical, fluorescence intensity, uHTS; Low molecular weight phosphotyrosine protein phosphatase (Homo sapiens), P24666; recombinant LMPTP-A, OMFP fluorogenic substrate; inhibition, % at 20 µM; 360,000 compounds, 0.22% hits; AID 651560, 2012;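 active = compounds that cut the enzyme signal by at least half of the control window in the single-dose screen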;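 also: plate controls were DMSO wells with enzyme plus substrate for no effect and substrate without enzyme for full effect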
#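 Buffer or medium: Bis-Tris pH 6.0, DTT, detergent; Assay system: LMPTP-A enzyme; Quantity: 0.625 nM enzyme; Detection: endpoint fluorescence intensity; Times: 50 min dark incubation at room temperature; Controls: substrate-only low control, DMSO enzyme-plus-substrate high control; Doses: single 20 µM dose; Read-out: percent inhibition versus substrate-only and uninhibited controls; Reagent: 400 µM OMFP.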
# Neddyl block: inhibitors of cullin neddylation, primary screen, biochemical, TR-FRET, uHTS, NAE and Ubc12; NEDD8-conjugating enzyme Ubc12 (Homo sapiens) + NEDD8-activating enzyme E1 regulatory …; calls only at 25 µM; 360,000 compounds, 0.58% hits; AID 651699, 2012; in the data active = inhibition above about 36%
# An asterisk follows results filed as active; i = inactive; nt = not tested or not shown.
SMILES	Scp-1 inhibitor	Tb MetRS inh	STEP inh	DNMT1 block	CendR NRP1 mod	SKN-1 inh	NadD block	SUMO1-SIM PPI	LMPTP block	Neddyl block
COCCNC(=O)CCCn1c(=O)c2cc(OC)c(OC)cc2n(CC(=O)c2ccccc2)c1=O	-24	-0.3	2	0	1	-6	1	0	0.2	i
CCOc1ncccc1C(=O)OCC(=O)Nc1ccc(S(=O)(=O)N2CCOCC2)cc1	-8	0.8	0	-2	-3	9	-1	4	0.1	i
Cc1ccccc1N(C)S(=O)(=O)c1nnc(NC(=O)c2ccco2)s1	27	-0.4	1	54*	-17	13	9	19	13	i
Cc1ccc(NC(=O)C2Cc3ccccc3C(=O)O2)cc1 (stereo unspecified)	-5	-1.1	2	1	-3	1	-3	2	-0.7	i
COC(CNC(=O)c1cn(C)c2ccc(S(=O)(=O)N3CCOCC3)cc2c1=O)OC	-5	-0.2	0	0	1	12	2	-3	-2.0	i
CC(C)(C)OC(=O)N1CCC(CC2CC(c3ccccc3)=NO2)(C(=O)O)CC1 (stereo unspecified)	-4	0.0	-1	4	-7	-12	4	8	-3.0	i
C/C(N)=C(/C#N)C(=O)COC(=O)c1ccncc1	5	-0.6	3	-4	0	19	4	5	-1.5	i
O=C(O)c1ccc(N/N=C/c2ccc(F)c(F)c2)cc1	-3	0.8	-6	-2	-9	10	-8	-10	-0.7	i

# Following part
SMILES	Scp-1 inhibitor	Tb MetRS inh	STEP inh	DNMT1 block	CendR NRP1 mod	SKN-1 inh	NadD block	SUMO1-SIM PPI	LMPTP block	Neddyl block
CC(=O)Nc1ccc(-n2c(=O)c3ccccc3c3ccccc3c2=O)cc1	5	-0.2	1	0	0	-7	-4	2	-0.7	i
O=C(CCc1ccccc1)NNC(=O)COc1ccccc1Cl	-5	-0.8	-2	2	-5	-13	-5	3	0.9	i
O=C(CN1CCS(=O)(=O)CC1)N/N=C/c1cccc(C(F)(F)F)c1	3	-0.7	-2	1	3	-3	-5	-1	-1.6	i
C/C(=N\OC(=O)Nc1ccc(Cl)cc1)c1ncc(C(F)(F)F)cc1N1CCOCC1	-7	0.0	0	-3	14	7	-1	0	0.0	i
O=C(COC(=O)c1cccs1)Nc1ccc(S(=O)(=O)N2CCOCC2)cc1	-5	-0.1	3	-4	3	-2	-2	1	-2.0	i
CCOc1ccc(NC(=O)CSc2nnc(C)n2CC2CCCO2)cc1 (stereo unspecified)	0	0.2	6	0	7	5	0	1	-0.3	i
Cc1cc(C)cc(OCC(=O)O/N=C(\N)Cc2ccc([N+](=O)[O-])cc2)c1	-10	-0.2	2	2	-9	10	-1	-9	2.8	i
Cc1nn(CC(=O)NCc2ccccc2)c(=O)c2ccccc12	-6	0.3	0	1	-6	-9	-3	8	-1.4	i

# Other entries
SMILES	Scp-1 inhibitor	Tb MetRS inh	STEP inh	DNMT1 block	CendR NRP1 mod	SKN-1 inh	NadD block	SUMO1-SIM PPI	LMPTP block	Neddyl block
COc1cccc(-c2c(C(=O)N/N=C(\C)COc3ccccc3)nnn2-c2nonc2N)c1	-6	-0.4	-1	-7	5	-12	4	-2	0.1	i
O=C(COC(=O)c1cccs1)Nc1cccc(S(=O)(=O)N2CCOCC2)c1	-5	0.6	0	0	6	8	7	1	-0.5	i
CC(=O)NC(C)(c1ccccc1)c1nc(-c2cc(F)cc(F)c2)cs1 (stereo unspecified)	nt	-0.1	-3	0	2	8	-2	10	0.2	i
COCC(=O)Nc1nnc(CCc2ccccc2)s1	3	-1.3	-1	4	0	-8	3	-2	-0.9	i
Cc1cc(Cl)ccc1OC(C)C(=O)Nc1ccc(S(=O)(=O)Nc2cnc3ccccc3n2)cc1 (stereo unspecified)	-17	0.9	-7	-8	-8	-13	21	12	2.4	i
COc1ccc(S(=O)(=O)NCC(=O)N(CC(=O)NCC2CCCO2)Cc2ccc(F)cc2)cc1 (stereo unspecified)	6	-1.3	1	0	9	-6	-4	1	0.1	i
CC1CCN(C(=O)C(Cc2ccccc2)n2cccc2)CC1 (stereo unspecified)	-3	-0.1	2	3	-16	11	2	2	-0.9	i
CN1CCN(C(=S)Nc2cccc(C(F)(F)F)c2)CC1	-5	-0.3	0	2	8	9	2	-4	-3.2	i

# Next part
SMILES	Scp-1 inhibitor	Tb MetRS inh	STEP inh	DNMT1 block	CendR NRP1 mod	SKN-1 inh	NadD block	SUMO1-SIM PPI	LMPTP block	Neddyl block
Cc1cc(C)c(C#N)c(OCc2ccc(Cl)nc2)n1	-9	0.4	3	4	5	18	-1	2	0.9	i
O=C(O)c1cc2n(n1)C(C(F)(F)F)CC(C1CC1)N2 (stereo unspecified)	-11	-1.2	-1	2	-4	-11	-8	-4	-0.7	i
CCOc1ccc(S(=O)(=O)N(CC(N)=O)c2ccc(C)cc2)cc1	1	0.4	-2	4	4	6	0	1	0.2	i
CCOC(=O)CNC(=O)Cn1cnc2c(nnn2-c2cccc(Cl)c2)c1=O	-1	-0.5	2	2	2	3	-3	2	0.0	i
O=C(NCCCc1ccccc1)C1CCC(=O)N(CCc2ccc(Cl)cc2)C1 (stereo unspecified)	-8	-0.4	0	-1	9	13	0	-2	-0.3	i
COc1cccc(/C=C2\SC(=O)N(CCC(=O)NCCCn3ccnc3)C2=O)c1	-1	-0.3	1	1	8	6	5	-26	-0.7	i
CCOc1ccc(-c2cn(-c3ccccc3OC)c(=S)[nH]2)cc1	-6	0.2	1	-12	-39	16	7	-5	1.2	i
CC[C@@H]1C(=O)[C@H](Cc2ccccc2)[C@H]2CCCC(=O)N3CC[C@@H]1[C@@H]23	1	-0.3	1	3	12	11	2	2	-1.7	i

# Other results:
SMILES	Scp-1 inhibitor	Tb MetRS inh	STEP inh	DNMT1 block	CendR NRP1 mod	SKN-1 inh	NadD block	SUMO1-SIM PPI	LMPTP block	Neddyl block
OCCN1CCN(c2ncnc3c2ncn3[C@H]2CN(Cc3ccco3)C[C@@H](CO)O2)CC1	nt	0.0	3	1	1	-8	-1	1	-4.3	i
COC(=O)c1ccc[n+](CC(=O)Nc2ccc(OC(F)F)cc2)c1	2	-0.2	2	2	-18	12	3	-4	-0.6	i
CN(C)c1ccc(CC(=O)N2CCCC(c3cc(C(=O)Nc4ccc5c(c4)OCO5)no3)C2)cc1 (stereo unspecified)	nt	-0.3	2	-9	33*	20	2	12	6.5	i
C[C@H](O)[C@@H]1C(=O)N2CCc3ccc(-c4ccccc4)cc3[C@@H]2C[C@@H]1N(C)C(=O)c1ccc(C#N)cc1	0	0.3	0	-1	12	4	-3	7	0.0	i
COc1ccc(-n2c(COc3cccc(C)c3)nnc2SCC(=O)O)cc1	-5	-0.8	-3	0	14	18	3	5	-1.3	i
Cc1ccc(C(=O)NCCS(=O)(=O)N2CCN(c3ccccc3F)CC2)cc1[N+](=O)[O-]	-3	-0.2	1	0	11	-4	-2	-14	-0.3	i
Cc1[nH]c(=O)[nH]c(=O)c1S(=O)(=O)N1CCCC(C(=O)N2CCN(c3ccccc3Cl)CC2)C1 (stereo unspecified)	0	-1.2	-1	-1	5	12	2	0	-2.4	i
CC(NC(=O)CN(C)Cc1cccs1)c1ccccc1 (stereo unspecified)	-6	0.0	1	-3	14	-9	2	1	0.8	i

# (listing goes on)
SMILES	Scp-1 inhibitor	Tb MetRS inh	STEP inh	DNMT1 block	CendR NRP1 mod	SKN-1 inh	NadD block	SUMO1-SIM PPI	LMPTP block	Neddyl block
C[C@H](CO)N1C[C@H](C)[C@@H](CN(C)Cc2ccc(C(=O)O)cc2)Oc2c(NS(=O)(=O)c3ccc(F)cc3)cccc2C1=O	5	-0.2	-5	0	10	8	-1	3	-0.9	i
CN(Cc1ccccc1)c1nc2c(c(=O)n(C)c(=O)n2C)n1CCCc1ccccc1	-14	-0.6	5	1	2	18	0	-1	1.9	i
O=C(NC1CCCCC1)C1CCCN1S(=O)(=O)c1ccc(Cl)cc1 (stereo unspecified)	-2	-0.3	-1	0	5	-12	-1	0	-1.7	i
CCc1cc(OCCN2C(=O)NC(C)(C)C2=O)ccc1Cl	-9	-0.3	-1	3	-9	13	-7	4	-1.4	i
O=C(Nc1ccc(Cl)c(Cl)c1)OCCNC(=O)c1cccc(Cl)c1	-20	40*	-3	-10	3	-20	-16	-5	2.7	i
NC(=O)C1=C[C@@H](c2ccc(Br)cc2)C[C@@H](OCc2ccc(CO)cc2)O1	-6	0.0	3	-7	7	-10	-2	-4	0.7	i
CCOc1ccccc1NC(=O)c1oc2ccccc2c1NC(=O)C1CC1	-5	0.2	0	-3	15	1	-4	-9	1.4	nt
